Screening results: PubChem BioAssay, several laboratories
Rin1-Abl PPI inh = blocks binding of human Rin1 to Abl. 0.4% of 360,000 active. TR-FRET Rin1/Abl binding, biochemical. inhibition, % at 7.35 µM; in the data active = inhibition above about 5%, passing the limit was not always enough
CSN inh = inhibitors of human CSN-mediated cullin deneddylation; Q92905; Purified CSN, SCF-Nedd8-OG deneddylation, fluorescence polarization; inhibition, % at 12.5 µM; 0.38% of 360,000 active; AID 651999;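 active = pattern-corrected inhibition above about 35%, with an unprinted fluorescence ratio check between 0.5 and 1.5, limit read from the data, passing the limit was not always enough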;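 note: 0% = enzyme with substrate and 100% = substrate without enzyme; some results filed as inactive read as strong as hits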
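Assay system: purified human Csn5 enzyme expressed in HEK293T cells; Input: 0.24 nM Csn5 enzyme, final concentration; Reagent: 10 nM SCFSkp2-Nedd8OG; Compound dosing: 12.5 µM single point; Times: reaction 90 min, room temperature; Technique: fluorescence polarization readout.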
SUMO1 PPI mod = alters human SUMO1 binding to SIM partners; P63165; SUMO1 binding to a labelled peptide, TR-FRET, 1 h; inhibition, % at 20 µM; 0.33% of 360,000 active; in the data active = inhibition above about 37%
Rpn11 inh = Rpn11 (human) deubiquitinase inhibition | calls only at 20 µM | O00487 | 0.59% of 360,000 active | human 26S proteasome, Ub4-pepOG fluorescence polarization; 20S core pre-blocked with epoxomicin;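 active = inhibition at 20 µM, scaled to each plate's controls, above about 33%, limit read from the data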
LMPTP inh = LMPTP (human) inhibition; recombinant LMPTP-A, OMFP fluorogenic substrate, fluorescence intensity; inhibition, % at 20 µM; 0.22% of 360,000 active;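 active = compounds that cut the enzyme signal by at least half of the control window in the single-dose screen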;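 note: plate controls were DMSO wells with enzyme plus substrate for no effect and substrate without enzyme for full effect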
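Test system: LMPTP-A, protein tyrosine phosphatase of low molecular weight; Input: 0.625 nM enzyme; Incubation: 50 min dark incubation at room temperature; Signal: endpoint fluorescence intensity from OMFP dephosphorylation; Read-out basis: % inhibition versus control wells.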
Neddylation inh = inhibitors of human cullin neddylation; P61081+Q13564; TR-FRET cullin neddylation, biochemical; calls only at 25 µM; 0.58% of 360,000 active; AID 651699; in the data active = inhibition above about 36%
DNMT1 block = DNMT1 (human) enzyme inhibition. DNMT1 molecular beacon, Hinp1I cleavage, fluorescence. inhibition (reported as % activation of signal), % at 10 µM. P26358. 0.83% of 360,000 active. AID 588458; in the data active = inhibition above about 50%
STEP block = inhibitors of human striatal-enriched phosphatase STEP; recombinant STEP, OMFP fluorogenic substrate, fluorescence; AID 588621; inhibition, % at 20 µM; 0.25% of 360,000 active;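 active = inhibition at 20 µM, scaled per plate between control wells, above about 37%, limit read from the data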;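 note: 0% = DMSO with enzyme and substrate and 100% = substrate only without enzyme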
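Measure: Control-normalized % inhibition with plate pattern correction | Test system: STEP phosphatase, cell-free reaction | Medium: pH 6.0 Bis-Tris with DTT and Tween 20 | Technique: Fluorescence, 480/540 nm | Times: Reaction 20 min, ambient temperature | Doses: Single compound dose of 20 µM, 1% DMSO final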
NadD block = NadD (S. aureus) enzyme inhibition; inhibition, % at 20 µM; purified NadD enzyme, colorimetric absorbance read-out; 0.78% of 360,000 active; in the data active = inhibition above about 26%; note: some compounds past the cut are filed as inactive
Scp-1 inhibitor = Scp-1 (human) phosphatase inhibition; Q9GZU7; Recombinant Scp1, phosphopeptide, malachite green phosphate absorbance; inhibition, % at 20 µM; 0.88% of 340,000 active; AID 493091;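 active = inhibition above about 50% at 20 µM, limit read from the data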;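 note: plate controls were DMSO wells with enzyme for no effect and wells lacking enzyme for full effect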
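Times: enzyme reaction 45 min at room temperature, colour 5 min, stabilisation 30 min. Material: SCP-1 catalytic fragment, aa 76-261. Medium: Acidic Tris acetate buffer with magnesium and detergent. Signal: colorimetric free-phosphate detection, absorbance 630 nm. Read-out basis: % inhibition of SCP-1 phosphate liberation. Reagent: Phosphorylated 17-residue peptide substrate.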
An asterisk follows results filed as active; i = inactive; . = not tested or not shown.

SMILES | Rin1-Abl PPI inh | CSN inh | SUMO1 PPI mod | Rpn11 inh | LMPTP inh | Neddylation inh | DNMT1 block | STEP block | NadD block | Scp-1 inhibitor
COc1ccc(Cl)cc1S(=O)(=O)N1CCC(C(=O)NC2CC2)CC1 | -1 | 0 | -2 | i | 0.6 | i | 0 | -1 | -4 | -2
O=C(COc1ccc(Cl)cc1)Nc1cccc(S(=O)(=O)NCc2ccco2)c1 | 0 | -1 | -1 | i | 0.8 | i | -8 | -2 | -7 | -10
O=C(CN1CCCCCC1)Nc1nc2ccccc2s1 | 0 | 0 | -3 | i | -3.2 | i | 2 | 1 | -3 | -9
COc1cccc(CC(NC(C)=O)C(=O)NC2CCN(C(=O)C3CC3)CC2)c1OC (stereo not drawn) | -2 | -5 | -3 | i | -2.4 | i | -4 | -2 | -1 | -3
O=C(Nc1cc(Cl)ccc1-n1cncn1)c1cc(S(=O)(=O)N2CCOCC2)ccc1F | -2 | 3 | -3 | i | 1.1 | i | -10 | 0 | 1 | -2
CCc1nnc(NC(=O)Cc2sc(C)nc2-c2ccc(C)cc2)s1 | -2 | -1 | 1 | i | 1.5 | i | 9 | -4 | 1 | 0
NC(=O)c1ccc[n+](CC(=O)NCc2ccc(Cl)cc2)c1 | 0 | -4 | -2 | i | -0.9 | i | -4 | -2 | -2 | -9
COc1ccc(NS(=O)(=O)c2ccc(N3CCOCC3)c(NC(=O)c3ccccc3Br)c2)cc1 | 0 | 1 | 1 | i | 0.1 | i | 0 | -1 | -6 | -12
Cc1ccc(-c2nn(CC(=O)NCc3ccco3)c(=O)c3ccccc23)cc1 | -2 | 1 | 16 | i | 1.2 | i | 18 | 12 | -4 | -12
COc1cc(OC)cc(C2=NCCN2)c1 | 0 | -5 | 1 | i | 1.3 | i | -1 | -3 | -2 | -7
CC1(C)C2CCC1(C)C(OC(=O)C[n+]1ccccc1N)C2 (stereo not drawn) | 1 | -1 | -1 | i | 0.8 | i | 0 | -2 | -4 | -1
COc1ccc(-c2nnc(SCc3ccccn3)n2C)cc1 | 0 | 2 | 1 | i | 0.5 | i | -5 | -3 | 2 | 0
COc1cc(/C=C/C(=O)NCCn2c(C)cc3ccccc32)cc(OC)c1OC | 0 | -2 | -10 | i | -0.7 | i | -7 | 2 | -3 | -15
O=C(Nc1ccccc1)c1nc2ccccc2s1 | -3 | 4 | -3 | i | 0.8 | i | -3 | 4 | 2 | -15
CCN(CC)S(=O)(=O)c1ccc(OC)c(NC(=O)COc2ccc3c(C)cc(=O)oc3c2)c1 | -39 | 0 | 2 | i | 1.8 | i | -29 | 4 | 15 | -5
COc1ccc(S(=O)(=O)N2CCN(C(=O)CCCN3C(=O)NC4(CCCC4)C3=O)CC2)cc1 | 4 | -7 | -1 | i | -1.5 | i | 0 | 1 | 0 | 5
COc1ccc(NC(=O)C#Cc2ccccc2)cc1OC | -2 | 2 | -2 | i | -0.5 | i | 29 | 0 | 6 | -5
Clc1ccc(C2NCCc3sccc32)cc1 (stereo not drawn) | 0 | 0 | 4 | i | 0.1 | i | 0 | 0 | -7 | -3
COc1cnc(-c2ccccn2)nc1Oc1ccccc1 | 0 | -7 | -2 | i | 0.7 | i | 0 | 4 | -1 | -3
CC1(C(=O)NS(=O)(=O)c2cccs2)CCN1C(=O)CC1CCCCC1 (stereo not drawn) | -4 | 3 | 2 | i | -3.3 | i | 1 | 0 | -6 | .
CCCOc1ccc(/C(O)=C2/C(=O)C(=O)N(CCCn3ccnc3)C2c2ccc(C)o2)cc1 (stereo not drawn) | -4 | 6 | -4 | i | 3.2 | i | 2 | 2 | -3 | -9
O=C(NC(Cc1ccccc1)C(=O)O)/C(=C/c1cccc([N+](=O)[O-])c1)NC(=O)c1ccco1 (stereo not drawn) | 2 | 5 | -20 | i | -0.4 | i | 0 | 2 | -2 | -8
COc1cc(/C=N/Nc2ccc(Cl)c(C(=O)O)c2)ccc1OC(=O)c1ccccc1F | 2 | 3 | 1 | i | 1.2 | i | 0 | 3 | 5 | -10
CC(C)C(NC(=O)/C(=C\c1ccco1)NC(=O)c1ccco1)C(=O)O (stereo not drawn) | -3 | -2 | 4 | i | -0.4 | i | 10 | -1 | -1 | 14
CCOC(=O)c1nnc(-c2cccs2)nc1Oc1ccc(Cl)cc1 | 0 | 1 | -16 | i | -2.0 | i | 1 | -3 | 3 | -6

Eight neighbouring records already listed, quoted:
SMILES | Rin1-Abl PPI inh | CSN inh | SUMO1 PPI mod | Rpn11 inh | LMPTP inh | Neddylation inh | DNMT1 block | STEP block | NadD block | Scp-1 inhibitor
Clc1ccc(C2NCCc3sccc32)cc1 (stereo not drawn) | 0 | 0 | 4 | i | 0.1 | i | 0 | 0 | -7 | -3
COc1cnc(-c2ccccn2)nc1Oc1ccccc1 | 0 | -7 | -2 | i | 0.7 | i | 0 | 4 | -1 | -3
CC1(C(=O)NS(=O)(=O)c2cccs2)CCN1C(=O)CC1CCCCC1 (stereo not drawn) | -4 | 3 | 2 | i | -3.3 | i | 1 | 0 | -6 | .
CCCOc1ccc(/C(O)=C2/C(=O)C(=O)N(CCCn3ccnc3)C2c2ccc(C)o2)cc1 (stereo not drawn) | -4 | 6 | -4 | i | 3.2 | i | 2 | 2 | -3 | -9
O=C(NC(Cc1ccccc1)C(=O)O)/C(=C/c1cccc([N+](=O)[O-])c1)NC(=O)c1ccco1 (stereo not drawn) | 2 | 5 | -20 | i | -0.4 | i | 0 | 2 | -2 | -8
COc1cc(/C=N/Nc2ccc(Cl)c(C(=O)O)c2)ccc1OC(=O)c1ccccc1F | 2 | 3 | 1 | i | 1.2 | i | 0 | 3 | 5 | -10
CC(C)C(NC(=O)/C(=C\c1ccco1)NC(=O)c1ccco1)C(=O)O (stereo not drawn) | -3 | -2 | 4 | i | -0.4 | i | 10 | -1 | -1 | 14
CCOC(=O)c1nnc(-c2cccs2)nc1Oc1ccc(Cl)cc1 | 0 | 1 | -16 | i | -2.0 | i | 1 | -3 | 3 | -6

Further structures.
SMILES | Rin1-Abl PPI inh | CSN inh | SUMO1 PPI mod | Rpn11 inh | LMPTP inh | Neddylation inh | DNMT1 block | STEP block | NadD block | Scp-1 inhibitor
O=C(CSc1ccc(Cl)cc1)OCc1nnc(-c2ccccc2)o1 | 2 | -1 | -2 | i | 2.8 | i | -3 | 1 | -7 | -15
CC(C)C(NC(=O)c1ccc(F)cc1)C(=O)Nc1cccnc1 (stereo not drawn) | -1 | -3 | -2 | i | 0.2 | i | 3 | -2 | 4 | -3
Cc1cc2[nH]c(=O)c(=O)[nH]c2cc1S(=O)(=O)N1CCC(C)CC1 | -2 | -2 | -1 | i | 0.0 | i | 1 | -2 | 4 | -7
CCN1CCN(C(=O)C2c3cc(OC)c(OC)cc3C(=O)N(C)C2c2ccc(SC)cc2)CC1 (stereo not drawn) | -5 | 7 | 6 | i | 1.1 | i | -1 | -1 | 2 | -5
Cc1ccccc1NC(=O)C1CCN(C2=NS(=O)(=O)c3ccccc32)CC1 | -4 | -2 | 6 | i | -1.6 | i | 2 | -1 | 2 | 4
N#CCCN(C(=O)CSc1ccc2c(c1)OCCO2)c1ccccc1 | 6 | 0 | 1 | i | -1.5 | i | -1 | -2 | -6 | -15
CCOC(=O)N1CCN(C(=O)c2oc(=O)c3ccccc3c2-c2ccc(C)cc2)CC1 | -1 | 1 | 9 | i | -0.6 | i | 1 | -1 | -3 | -1
O=C(NCCc1nc2ccccc2[nH]1)c1cccc(Br)c1 | -2 | 7 | 5 | i | -0.5 | i | -11 | 1 | 2 | 3
Cc1ccc(S(=O)(=O)N(C)C)cc1NC(=O)c1cc(-c2ccco2)nc2ccccc12 | 0 | 0 | -7 | i | 1.7 | . | 6 | -4 | 13 | 19
CCCCN(C)C(=O)c1nc2ccccn2c1CN1CCSCC1 | -5 | -3 | 1 | i | -3.0 | i | 8 | -4 | -2 | -5
Cc1ccc(-c2nc3ncccc3o2)cc1NC(=O)c1cccnc1 | 2 | 4 | 1 | i | -0.6 | i | -3 | -5 | -11 | -5
Cc1ccc2c(C)c(C(=O)N3CCN(c4ncccn4)CC3)oc2c1C | -2 | -1 | -2 | i | 0.3 | i | 1 | 2 | -2 | 19
O=C(CCn1nnc2ccccc21)NNC(=O)C1CCCCC1 | 2 | 2 | 0 | i | -1.7 | i | -1 | -1 | 1 | -3
Cc1ccc[n+](CC(=O)N2CCCCC2)c1C | 3 | -4 | 3 | i | -1.1 | i | 5 | 1 | -3 | -1
CCN(CC(=O)NC1CCS(=O)(=O)C1)C(=O)c1ccc(S(=O)(=O)N(CC)CC)cc1 (stereo not drawn) | 0 | -3 | -1 | i | -0.5 | i | 1 | 0 | -1 | -8
Cc1cc(Sc2nc(NC(C)C)nc(NC(C)C)n2)nc(Cl)n1 | -4 | -1 | 3 | i | 0.1 | i | 0 | -1 | -2 | -1
COC(=O)[C@@H](Cc1ccc(O)cc1)NC(=O)[C@H]1CCC(=O)N1C(=O)OCc1ccccc1 | 2 | 2 | 7 | i | 0.2 | i | 1 | 0 | -5 | 1
CSc1nc(NS(=O)(=O)c2cc(C)c(Cl)cc2Cl)nn1C | -4 | 1 | 6 | i | -0.4 | i | 0 | -2 | -2 | -10
O=C(OCC(=O)N1CCN(S(=O)(=O)c2ccc(Cl)cc2)CC1)c1ccc([N+](=O)[O-])o1 | -5 | 2 | 1 | i | -0.5 | i | -11 | -3 | -1 | -7
O=C(Cc1ccc([N+](=O)[O-])cc1)NCC1CCCO1 (stereo not drawn) | 6 | -3 | -10 | i | 0.2 | i | -3 | -2 | -2 | -7
CCCC(=O)Nc1nnc(-c2ccco2)s1 | 0 | -3 | -8 | i | -1.8 | i | 1 | -2 | -1 | -2
COc1ccc(S(=O)(=O)NC(=O)C2(C)CCN2C(=O)Cc2ccc(-c3ccccc3)cc2)cc1 (stereo not drawn) | -1 | -1 | 5 | i | -1.4 | i | 2 | -3 | 4 | .
CCC1Sc2ccccc2N(CC(=O)NCc2ccc3c(c2)OCO3)C1=O (stereo not drawn) | 1 | 3 | -2 | i | 0.2 | i | -2 | 3 | 6 | -5
CC1CCN(c2cc(N)c(Cl)cc2[N+](=O)[O-])CC1 | -3 | -2 | -23 | i | 3.7 | i | 0 | -1 | 2 | -2
COCCN(C(=O)CCC(=O)Nc1ccccn1)C(C(=O)NCCC(C)C)c1ccc(C)cc1 (stereo not drawn) | 3 | -3 | -2 | i | -1.0 | i | -1 | -1 | 0 | -8
Cc1cc(-c2cccs2)n[nH]1 | -1 | -2 | -2 | i | -1.0 | i | 2 | -4 | -5 | -2
COc1ccc(/C(C)=N\NS(C)(=O)=O)c(OC)c1 | 0 | -2 | -2 | i | -1.6 | i | 2 | -1 | 5 | 2
COCCCNC(=S)N/N=C/c1ccccc1O | 1 | 0 | -7 | i | -0.4 | . | 1 | -3 | -1 | -2
COc1cc(NC(=O)Cn2ncc(Cl)c(Cl)c2=O)c(C)cc1[N+](=O)[O-] | 3 | 4 | -17 | i | 1.2 | i | 0 | -1 | -3 | 2
O=C(Nc1ccc(S(=O)(=O)NCc2ccco2)cc1)c1ccncc1 | -3 | 0 | 1 | i | -1.7 | i | -6 | 1 | -4 | -12
